NR1D1 modulator – modulators of Rev-erb alpha DNA binding, primary screen, biochemical, FITC-DNA, fluorescence polarization, uHTS; 0.79% of 370,000 active; Nuclear receptor subfamily 1 group D member 1 (Homo sapiens), P20393; activity, % at 10 µM; Rev-erbα–FITC-DNA binding, 90 min;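 active means activity above about 14%, limit read from the data; passing the limit was not always enough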;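 further: 0% = DMSO wells with 35 nM protein and 100% = DMSO wells with 750 nM protein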
Target sequence (P20393 whole entry, looked up): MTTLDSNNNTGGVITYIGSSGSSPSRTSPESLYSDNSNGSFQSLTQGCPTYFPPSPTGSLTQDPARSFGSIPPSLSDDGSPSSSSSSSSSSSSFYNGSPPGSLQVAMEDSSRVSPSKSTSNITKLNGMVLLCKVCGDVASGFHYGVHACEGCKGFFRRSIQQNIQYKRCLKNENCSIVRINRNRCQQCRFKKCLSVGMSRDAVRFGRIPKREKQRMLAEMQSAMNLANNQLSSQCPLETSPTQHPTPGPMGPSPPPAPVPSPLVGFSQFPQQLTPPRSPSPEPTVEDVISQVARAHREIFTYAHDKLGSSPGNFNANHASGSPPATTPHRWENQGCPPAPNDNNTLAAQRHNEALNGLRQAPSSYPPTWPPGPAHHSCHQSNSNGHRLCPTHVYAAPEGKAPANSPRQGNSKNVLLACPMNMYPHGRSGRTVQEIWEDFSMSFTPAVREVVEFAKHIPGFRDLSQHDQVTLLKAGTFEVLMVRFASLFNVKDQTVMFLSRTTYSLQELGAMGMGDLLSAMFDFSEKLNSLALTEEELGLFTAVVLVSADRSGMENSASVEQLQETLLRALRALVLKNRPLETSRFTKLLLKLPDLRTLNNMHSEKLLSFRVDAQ
PG9 binder – binders of HIV-1 gp120 antibody PG9, primary screen, biochemical, TR-FRET. 0.43% of 360,000 active. inhibition, % at 6.7 µM. TR-FRET gp120-PG9 antibody binding; in the data active means inhibition above about 8.5%
sPLA2-III inh – human group III sPLA2 inhibitors, primary screen, biochemical, QFRET, BODIPY PC-A2 liposome substrate; inhibition, % at 12.2 µM; Group 3 secretory phospholipase A2 (Homo sapiens), Q9NZ20; AID 743126, 2013; 0.56% of 370,000 active; QFRET BODIPY PC-A2 liposome hydrolysis, fluorescence;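 active means inhibition above mean plus 3 SD of compounds lying within the high and low control bounds, cut at about 19% in these data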;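 further: 0% = median of test compound wells and 100% = no enzyme DMSO wells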
hcDAF-12 act – H. contortus DAF-12 nuclear receptor activators, primary screen, cell-based, luminescence, HEK293, lit1-tk-luc reporter. AID 652067, 2013. activation, % at 6.8 µM. HEK293 hcDAF-12 lit1-tk-luc reporter; 0% DMSO, 100% Δ7-dafachronic acid. 1.4% of 370,000 active;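 active means activation above the mean of all tested compounds plus 3 SD, cut at about 5.5% in these data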;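 further: 100% = response to 3 µM Δ7-dafachronic acid high control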
ssDAF-12 act – S. stercoralis DAF-12 nuclear receptor activators, primary screen, cell-based, luminescence, HEK293, GRIP1 co-expression, lit1-tk-luc; HEK293 ssDAF-12/GRIP1 lit1-tk-luc reporter; % of 3 µM dafachronic acid response; Nuclear hormone receptor DAF-12 (Strongyloides stercoralis); 1% of 370,000 active; activation, % at 6.8 µM;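 active means activation above the mean over all tested compounds plus 3 SD, cut at about 0.9% in these data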;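 further: 0% = DMSO-only wells and 100% = 3 µM delta7-dafachronic acid wells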
GAA850 FXN act – FXN promoter activators, primary screen, cell-based, luciferase luminescence, HEK293 lucGAA850 | AID 540364, 2011 | HEK293 lucGAA850 FXN promoter luciferase reporter, 24 h; percent of 10 µM SAHA response | 0.56% of 360,000 active | activation, % at 6 µM;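 active means activation above the average of all compounds screened plus 3 SD, cutoff fixed separately per campaign, cut at about 7.5% in these data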;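 further: 0% = DMSO wells and 100% = 10 µM SAHA wells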
PLC-beta3 inh – human PLC-beta3 inhibitors, primary screen, biochemical, fluorescence; 1-phosphatidylinositol 4,5-bisphosphate phosphodiesterase beta-3 (Homo sapiens), Q01970; Purified PLC-beta3, fluorogenic substrate; inhibition, % at 12.2 µM; 0.18% of 370,000 active; AID 720704, 2013; in the data active means inhibition above about 11%;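 further: 0% = median of compound wells on plate and 100% = full blocker control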
DAX1 inh-1 – DAX1 (NR0B1) inhibitors on StAR promoter, primary screen, cell-based, luminescence, SF-1 (NR5A1), full-length DAX-1; HEK293T StAR-luciferase reporter, SF-1/DAX-1 repression relief; AID 652010, 2013; 1.1% of 370,000 active; inhibition, % at 6.8 µM;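 active means inhibition above the mean over all tested compounds plus 3 SD, cut at about 3.6% in these data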;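 further: 0% = DAX-1 cells with DMSO and 100% = cells lacking DAX-1 with DMSO; higher inhibition means more luminescence from relief of DAX-1 repression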
DAX1 inh-2 – DAX1 (NR0B1) inhibitors, primary screen, cell-based, HEK293, Gal4-DAX1, luciferase luminescence | Nuclear receptor subfamily 0 group B member 1 (Homo sapiens), P51843 | HEK293 Gal4-DAX1 luciferase reporter | inhibition, % at 6.75 µM | 0.99% of 340,000 active | AID 504766, 2011;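 active means inhibition above the mean over all tested compounds plus 3 SD, cut at about 4.2% in these data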;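 further: 0% = DAX1-transfected cells with DMSO and 100% = empty-vector control cells with DMSO; inhibition shows as a rise in luminescence from relieved DAX1 repression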
Target sequence (P51843 207-470 limits assumed): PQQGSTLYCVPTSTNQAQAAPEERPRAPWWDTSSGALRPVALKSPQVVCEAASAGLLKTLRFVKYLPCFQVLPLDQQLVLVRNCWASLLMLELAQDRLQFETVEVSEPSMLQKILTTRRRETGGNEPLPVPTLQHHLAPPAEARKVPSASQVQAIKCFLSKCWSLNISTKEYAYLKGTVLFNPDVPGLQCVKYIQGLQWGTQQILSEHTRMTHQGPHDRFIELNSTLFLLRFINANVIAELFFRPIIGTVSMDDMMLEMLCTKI
SMARCA2 act – SMARCA2 (BRM) function activators, primary screen, cell-based, luminescence, high throughput | MG213 cells, MMTV-luciferase reporter, dexamethasone, overnight | activation, % at 9.1 µM | 1% of 370,000 active; in the data active means activation above about 7.8%;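 further: 0% = vehicle wells and 100% = reference activator wells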
hgDAF-12 ag – H. glycines DAF-12 receptor agonists, primary screen, cell-based, luminescence, HEK293, GAL4 fusion, UAS-luciferase | Nuclear hormone receptor DAF-12 (Heterodera glycines), GAL4 fusion | HEK293 GAL4-hgDAF12 UAS-luciferase reporter, agonist luminescence; normalized to butyrate control | activation, % at 6.8 µM | 1.8% of 370,000 active;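 active means activation above a cutoff set at the mean of all screened compounds plus 3 SD, cut at about 10% in these data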;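 further: 0% = DMSO wells and 100% = sodium butyrate wells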
Numbers without * were called inactive; nt = not tested or not shown.

SMILES	NR1D1 modulator	PG9 binder	sPLA2-III inh	hcDAF-12 act	ssDAF-12 act	GAA850 FXN act	PLC-beta3 inh	DAX1 inh-1	DAX1 inh-2	SMARCA2 act	hgDAF-12 ag
O=C(NN1CCOCC1)c1ccc(Cl)s1	2	-0.4	5	-0.9	-1.2	0.7	1	0.1	2.0	2	3.3
O=C(CCc1nnc(Cc2ccc3c(c2)OCO3)o1)NCc1nc2ccccc2s1	1	-0.7	13	5.5	-0.5	3.0	-6	1.3	-1.1	-1	0.2
CC(=O)Nc1nnc(SCc2ccccc2F)s1	6	1.3	-1	0.4	-0.5	0.5	-1	0.2	2.0	0	5.0
O=S(=O)(Nc1ccc2cn[nH]c2c1)c1ccc(C(F)(F)F)cc1	-6	-0.2	-43	2.4	0.2	1.5	-2	-0.5	-0.1	-2	2.4
COc1ccc(CN2CCn3nc(C(=O)NC(C)C)cc3C2=O)cc1	-2	1.6	0	-0.2	-1.4	2.3	-4	0.6	-0.7	-2	3.0
COc1ccc(N2C(=O)CC3(CCCC3)CC2=O)cc1	4	0.1	11	-2.1	-1.4	0.6	-1	-0.5	1.4	-2	-2.1
Cc1ccc2cc(/C=C/C(=O)c3ccco3)c(Cl)nc2c1	3	-0.2	-4	-0.6	-1.0	5.8	-15	-0.1	nt	6	1.1
O=C(N/N=C/c1cccc([N+](=O)[O-])c1)C(=O)N1CCCCCC1	-5	-2.7	0	-0.7	-1.1	1.2	-9	-1.1	1.4	-2	1.8
COc1ccc(C(=O)NCCCN2CCOCC2)cc1	-6	2.9	9	-0.4	-0.9	0.3	-7	0.1	1.8	-3	2.9
CCOc1ccc(CN(CC)C(=O)c2ccc3c(c2)[nH]c(=O)c(=O)n3CC)cc1OC	3	0.9	-2	0.7	-0.9	0.7	-9	-0.2	0.3	-2	1.2
Cc1ccc(NC(=O)N2CCCC(c3nc(-c4ccc(F)cc4)no3)C2)cc1 (centres undefined)	-6	-0.4	0	-1.5	-1.2	1.6	-8	0.3	-2.0	-2	7.8
C[C@H]1CN(CCc2ccccc2)C(=O)[C@@H]1CC(=O)NCc1ccccc1	-4	-2.2	-1	0.2	0.1	3.3	0	0.6	1.2	3	-0.2
COc1ccc(NC2CCCN(C(=O)COc3ccc(C)cc3)C2)cc1 (centres undefined)	1	-1.7	13	1.4	0.1	-2.1	-2	-2.6	0.2	-2	2.5
CN(C)Cc1cn(CC[C@@H]2CC[C@@H](NC(=O)Nc3ccccc3F)[C@@H](CO)O2)nn1	3	0.7	-3	-1.3	0.3	nt	5	0.2	nt	-4	4.4
Cc1nn(C)cc1CN(C)C(=O)CCc1nnc(CCC2CCCCC2)o1	-4	-1.0	14	0.6	-2.2	1.1	-2	1.7	0.7	3	4.7
COc1cccc(C(=O)Nc2ncc3c(n2)CC(C)(C)CC3=O)c1	-2	0.1	0	-0.7	-0.1	1.9	1	0.4	0.6	1	2.9
NC(=O)CCn1c2ccccc2c2ccccc21	6	-3.1	-2	-0.3	-0.5	-0.9	1	-0.6	-0.8	0	-0.2
Cn1c(CC(=O)Nc2ccccc2Cl)nnc1SCC(=O)NC1CCCCC1	1	0.4	1	2.8	-1.4	2.0	-6	0.0	0.6	-3	0.8
COc1ccc(S(=O)(=O)N2CCC(C(=O)NCc3ccncc3)CC2)cc1	-11	-1.6	-3	-0.2	-1.0	1.2	-2	-0.6	-0.1	-1	2.0
NC(=O)c1ccc(Nc2ccc3nonc3c2[N+](=O)[O-])cc1	-1	-0.7	2	-1.6	-1.6	2.4	-6	-0.3	3.6	2	-0.5
Cc1ccc2nc(COC(=O)CNC(=O)c3ccccc3)cn2c1	4	-0.7	0	0.5	-0.9	-0.7	-6	-0.6	0.3	0	1.4
COc1ccc(C(=O)CSc2nnc(CNC(=O)c3ccco3)n2C)cc1	-3	-2.8	-5	-0.6	-1.9	-0.3	-5	-0.4	0.1	-2	0.9
CC(C)n1c(SCC(=O)N2CCCC2)nc2c1c(=O)n(C)c(=O)n2C	-2	-3.6	6	-2.9	-1.7	4.9	0	-0.4	0.8	-1	-2.8
C/C(=N\NC(=O)c1nnn(-c2nonc2N)c1CSc1ccc(Cl)cc1)c1ccco1	-2	-0.6	0	-0.2	-0.7	-0.3	-1	-0.2	0.9	-4	0.3
Cn1cc(C(=O)c2ccc(Cl)cc2Cl)cc1C(=O)N/N=C(\N)COc1ccccc1	-1	-0.3	-2	-1.5	-1.4	-0.6	-3	-0.6	-0.7	1	1.5

Single records (already shown). Order of values: NR1D1 modulator	PG9 binder	sPLA2-III inh	hcDAF-12 act	ssDAF-12 act	GAA850 FXN act	PLC-beta3 inh	DAX1 inh-1	DAX1 inh-2	SMARCA2 act	hgDAF-12 ag
Cc1ccc2cc(/C=C/C(=O)c3ccco3)c(Cl)nc2c1 is listed with 3	-0.2	-4	-0.6	-1.0	5.8	-15	-0.1	nt	6	1.1
NC(=O)c1ccc(Nc2ccc3nonc3c2[N+](=O)[O-])cc1 is listed with -1	-0.7	2	-1.6	-1.6	2.4	-6	-0.3	3.6	2	-0.5
O=C(N/N=C/c1cccc([N+](=O)[O-])c1)C(=O)N1CCCCCC1 is listed with -5	-2.7	0	-0.7	-1.1	1.2	-9	-1.1	1.4	-2	1.8
CC(C)n1c(SCC(=O)N2CCCC2)nc2c1c(=O)n(C)c(=O)n2C is listed with -2	-3.6	6	-2.9	-1.7	4.9	0	-0.4	0.8	-1	-2.8
C[C@H]1CN(CCc2ccccc2)C(=O)[C@@H]1CC(=O)NCc1ccccc1 is listed with -4	-2.2	-1	0.2	0.1	3.3	0	0.6	1.2	3	-0.2

More entries.
SMILES	NR1D1 modulator	PG9 binder	sPLA2-III inh	hcDAF-12 act	ssDAF-12 act	GAA850 FXN act	PLC-beta3 inh	DAX1 inh-1	DAX1 inh-2	SMARCA2 act	hgDAF-12 ag
Cc1ccc(NC(=O)OCCN2CCN(Cc3ccccc3)CCC2=O)cc1C	-2	2.0	2	-2.0	-1.4	0.0	0	-0.5	0.3	-1	-1.9
Cc1[nH]c2ccccc2c1-c1csc(N)n1	1	-1.2	2	1.0	-0.6	-0.7	-14	-0.5	-1.1	0	2.1
COc1ccc(CCNC(=O)CS(=O)(=O)Cc2nc(-c3ccccc3Cl)oc2C)cc1OC	-1	-0.4	-4	-0.3	-1.7	3.5	1	-0.5	-1.1	1	-2.6
O=C(COc1ccc(S(=O)(=O)Nc2ccc(Cl)cc2)cc1)N1CCOCC1	0	-1.1	-10	-2.7	-1.2	-1.7	-8	-2.6	-0.8	1	0.0
Cc1oc(-c2ccc(Cl)cc2)nc1CN1CCC(C(=O)N2CCN(Cc3ccccc3)CC2)CC1	2	-1.6	-25	-1.4	-1.3	-0.1	3	-1.8	-4.5	-2	1.6
CNc1cc(-c2cccc(C(=O)N3CCOCC3)c2)ncn1	5	1.2	19	-0.6	-1.7	2.4	-4	-0.4	nt	0	-1.3
COCCN1C(=O)N(c2cccc(OC)c2)C(=O)C1CC(=O)Nc1ccc(Cl)cc1 (centres undefined)	1	1.9	-5	-0.2	-0.9	0.9	-2	0.0	-0.6	-3	3.0
COc1ccc(NC(=O)CN(C)C(=O)c2cn(-c3ccccc3)nc2-c2ccc(Cl)cc2)cc1	9	-0.1	-12	-1.5	-0.8	-0.8	0	-1.9	0.3	-2	-0.3
Cc1ccc(NC(=O)COC(=O)CCNS(=O)(=O)c2c(Cl)cccc2Cl)cc1	5	-0.4	-17	-0.4	-1.0	0.4	1	-0.4	-1.5	1	3.0
CC(C)=CCN1CCN(Cc2cnc(-c3ccccc3)s2)CC1CCO (centres undefined)	8	-0.5	0	-0.4	-1.7	0.2	-6	0.0	-0.2	0	-0.3
CCC(=O)N/C(=N\OCc1ccc(F)cc1)c1nonc1NC(=O)CC	-1	-1.0	6	-2.3	-0.7	2.6	2	-0.2	1.0	3	-0.3
Cc1cc(C)c(S(=O)(=O)N2CCN(C(=O)C3COc4ccccc4O3)CC2)c(C)c1 (centres undefined)	-1	-1.5	-1	0.0	-1.7	0.7	-3	0.5	0.1	-3	3.3
CC(C)c1ccc(S(=O)(=O)N2CCN(C(C)C(=O)NC3CCCC3)CC2)cc1 (centres undefined)	-2	-1.3	-10	-1.2	-0.9	-1.5	-2	-1.6	0.1	0	-0.2
Cc1ccc(Cl)c2sc(NC(=O)C3=COCCO3)nc12	-2	-2.2	-25	4.6	-0.5	1.9	-10	0.8	0.9	7	4.2
O=C(NCCCNC(=O)c1ccccc1Br)c1ccccc1Br	3	-0.2	4	-1.1	-0.8	-0.2	-3	0.0	1.3	1	-1.8
COc1ccccc1-c1nnc(NC(=O)c2cccc(N3C(=O)CCC3=O)c2)o1	4	-0.8	-1	5.3	1.6*	1.4	-3	0.2	0.6	-1	-2.4
CCc1ccc(C(=O)CCC(=O)Nc2ccc(OC)c(S(=O)(=O)N3CCCCC3)c2)cc1	-10	3.0	-21	-0.7	-0.9	0.5	-12	-1.1	-0.2	-5	-2.7
COc1ccc(NC(=O)c2ccc(NCCCN3CCOCC3)c([N+](=O)[O-])c2)cc1	7	-1.5	1	-2.3	-1.9	0.3	4	-0.5	-1.5	6	1.0
CCCNC(=S)NCCN1CCCCC1	1	0.3	14	-1.4	-1.4	-0.3	0	-0.3	-0.9	5	2.1
Cc1cc(C)c2nc(NC(=O)c3ccc([N+](=O)[O-])o3)sc2c1	0	-1.4	-4	0.3	-1.2	-0.7	-8	-0.5	1.3	1	3.7
COc1ccc([C@H]2CC(=O)C=C(c3cc(F)ccc3F)C2)cc1OC	3	2.3	-1	-2.8	-1.8	4.1	-9	-0.7	-0.5	2	-4.5
O=C(Nc1ccc(C(O)c2ccccc2)cc1)[C@@H]1O[C@H](CO)[C@H](O)[C@H](O)[C@H]1O (some centres undefined)	-6	-1.6	13	0.4	-1.4	0.4	8	0.9	nt	-6	-2.1
CCCn1c(N)c(N(CCOC)C(=O)c2cccc(C(F)(F)F)c2)c(=O)[nH]c1=O	2	-0.4	8	0.5	-0.6	0.2	-5	-0.2	-0.7	-1	-1.1
Cn1c(=O)oc2cc(S(=O)(=O)NCCC(=O)N3CC=C(c4ccccc4)CC3)ccc21	-1	0.0	-5	-0.1	-0.9	-0.3	-1	-1.3	-0.6	-4	-2.3
